Mdm2-MdmX inh = disrupts the human Mdm2-MdmX interaction | O15151+Q00987 | SaOS-2 split-luciferase Mdm2/MdmX complementation, luminescence | inhibition, % at 8 µM | 3% of 330,000 active | AID 485346;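 active = inhibition of at least 50% at 8 µM in the primary screen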
Target sequence (O15151 whole entry, looked up): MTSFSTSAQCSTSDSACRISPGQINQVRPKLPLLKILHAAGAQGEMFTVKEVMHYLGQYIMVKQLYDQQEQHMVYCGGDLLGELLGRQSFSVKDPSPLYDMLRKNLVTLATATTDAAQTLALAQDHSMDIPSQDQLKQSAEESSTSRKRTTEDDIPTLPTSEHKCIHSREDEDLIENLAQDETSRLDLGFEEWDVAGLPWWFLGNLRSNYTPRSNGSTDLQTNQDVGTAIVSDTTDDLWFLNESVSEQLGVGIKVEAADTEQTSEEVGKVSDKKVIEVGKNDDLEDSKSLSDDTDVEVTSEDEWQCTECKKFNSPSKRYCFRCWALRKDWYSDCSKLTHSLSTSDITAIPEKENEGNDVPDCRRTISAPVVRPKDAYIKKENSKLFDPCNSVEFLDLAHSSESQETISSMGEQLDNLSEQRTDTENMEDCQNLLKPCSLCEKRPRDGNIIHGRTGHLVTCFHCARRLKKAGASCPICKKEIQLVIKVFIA
Target sequence (Q00987 whole entry, looked up): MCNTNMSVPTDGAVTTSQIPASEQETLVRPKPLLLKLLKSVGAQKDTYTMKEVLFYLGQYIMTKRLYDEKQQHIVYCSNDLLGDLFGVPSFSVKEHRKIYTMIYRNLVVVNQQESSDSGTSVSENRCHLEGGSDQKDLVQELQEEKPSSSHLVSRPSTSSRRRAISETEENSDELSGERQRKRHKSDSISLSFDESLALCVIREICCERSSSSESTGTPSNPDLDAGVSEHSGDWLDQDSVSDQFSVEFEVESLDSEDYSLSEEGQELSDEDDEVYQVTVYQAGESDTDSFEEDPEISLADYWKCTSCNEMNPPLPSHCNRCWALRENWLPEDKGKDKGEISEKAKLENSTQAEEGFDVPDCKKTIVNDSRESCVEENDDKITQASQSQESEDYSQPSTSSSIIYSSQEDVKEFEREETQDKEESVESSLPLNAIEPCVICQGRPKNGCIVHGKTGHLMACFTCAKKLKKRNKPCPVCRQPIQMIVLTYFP
XBP1 UPR activ = adaptive UPR (XBP1) activation; CHO-XBP1 luciferase reporter, IRE1-XBP1 UPR activation, luminescence; percent of tunicamycin response, DMSO as zero; activation, % at 20 µM; 0.33% of 330,000 active;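 active = versus positive control, 20 µM dose yields 30% or more activation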;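 also: 100% = tunicamycin at 10 µg/mL and 0% = DMSO only wells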
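Material: CHO cell line with stable XBP1 luciferase reporter; schedule: 16-18 h cell attachment at 37 °C, then 6 h compound exposure; signal: glow luminescence from Steady-Glo reagent; medium: serum-containing F12 medium, 10% FBS; benchmarks: tunicamycin 10 µg/mL and vehicle-only wells; read-out: percent activation relative to tunicamycin reference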
tim23-1 inh = inhibits growth of tim23-1 mutant yeast; S. cerevisiae tim23-1 growth, BacTiter-Glo luminescence, 24 h; inhibition, % at 20 µM; 1.3% of 330,000 active; AID 463212;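 active = growth inhibition of the mutant yeast at or above 50%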;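 also: temperature-sensitive mutant grown at 25 °C; plate controls were DMSO-treated mutant yeast for no effect and medium wells lacking yeast for full effect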
UPR CHOP act = activators of apoptotic arm of unfolded protein response (CHOP) | 0.34% of 330,000 active | activation, % at 10 µM | AID 449763 | CHO-CHOP luciferase reporter, UPR activation, luminescence; percent of tunicamycin response over DMSO baseline;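 active = at 10 µM dose, activation of 40% or more, normalized to positive control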;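 also: 100% = tunicamycin at 10 µg/mL and 0% = DMSO alone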
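Evaluation: % reporter activation, DMSO baseline versus tunicamycin full activation; System: CHO-CHOP luciferase reporter cell line; Input: 500 cells/well; Incubation: 6 h compound treatment, 37 °C; Measured by: Steady-Glo luciferase luminescence; Dosing: one dose, 10 µM in 0.5% DMSO; Buffer or medium: F12 medium, 10% FBS; Benchmarks: positive tunicamycin 10 µg/mL, negative DMSO alone.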
Jurkat NFkB inh = lowers PMA/ionomycin-induced NF-kB signal in Jurkat cells; PMA/ionomycin-induced NF-kB luciferase reporter, luminescence; inhibition, % at 4 µM; 0.53% of 330,000 active; in the data active = inhibition above about 50%
tim10-1 inh = inhibits growth of tim10-1 mutant yeast; S. cerevisiae tim10-1 ts strain growth, BacTiter-Glo, 24 h; inhibition, % at 20 µM; 2.2% of 330,000 active;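 active = inhibition of at least 40%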;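 also: mutant grown at 25 °C; 0% = DMSO wells with yeast and 100% = wells holding no yeast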
TIM10 inh = inhibits growth of TIM10 yeast strain; 1.4% of 330,000 active; inhibition, % at 10 µM; S. cerevisiae TIM10 strain growth, BacTiter-Glo luminescence, 24 h;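 active = inhibition of 40% or more at the single tested concentration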;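 also: wild-type TIM10 isogenic control strain grown at permissive 25 °C; 0% = DMSO yeast wells and 100% = minimal medium wells without yeast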
697 NFkB inh = inhibitors of the PMA/ionomycin-induced NF-kB reporter in 697 B cells. 697 B-cell NF-kB luciferase reporter, 16 h. AID 435022. 0.33% of 330,000 active. inhibition, % at 4 µM; in the data active = inhibition above about 35%
The depositor's hits bear a star. Compounds were not picked by outcome. Share with any hit: about 6.6%.

smiles	Mdm2-MdmX inh	XBP1 UPR activ	tim23-1 inh	UPR CHOP act	Jurkat NFkB inh	tim10-1 inh	TIM10 inh	697 NFkB inh
CCOC1=NN(c2ncc(C(F)(F)F)cc2Cl)C(=O)/C1=C/N(C)C	70*	-6	2	0.0	-18	1	5	-43
CCc1ccc(NS(=O)(=O)c2ccc3c(c2)CCN3C(=O)CCC(=O)O)cc1	8	-6	11	2.7	-13	11	3	6
CCCCN(C)C(=O)c1oc2ccc(S(=O)(=O)N3CCCCCC3)cc2c1C	17	-2	37	-2.3	10	39	18	-30
OCC[C@@H]1C[C@@H](O)[C@H](O)[C@@]2(Cc3ccccc3O2)O1	-4	0	14	-0.4	-3	10	14	13
CCn1c(=O)c2sccc2n(Cc2cc(C(=O)OC)ccc2OC)c1=O	51*	5	33	0.9	10	4	3	2
C[C@H](CO)N1C[C@H](C)[C@@H](CN(C)Cc2ccc(Cl)c(Cl)c2)Oc2c(NC(=O)c3ccncc3)cccc2C1=O	33	-1	-3	0.6	-6	6	2	6
CN(Cc1ccccc1)S(=O)(=O)c1ccc2c(c1)n(C)c(=O)n2C	13	-4	6	-1.5	-8	12	8	-28
O=c1oc2ccccc2c(Nc2cccc3ccccc23)c1[N+](=O)[O-]	21	-2	39	-0.4	1	31	49*	-5
Cc1oc2ccc(NS(=O)(=O)c3ccc(F)cc3)cc2c1C(=O)O	-14	0	5	-0.8	-8	7	3	-7
C=CCn1cc(C(=O)N2CCc3ccccc3C2)c(=O)c2cc(S(=O)(=O)N(CC)CC)ccc21	19	-1	6	0.4	3	-6	15	0
CCCc1[nH][nH]c(=O)c1C(c1ccc(Br)cc1)C(C#N)C#N (stereo not drawn)	36	2	59*	2.4	14	33	35	7
C/C(=N\NC(=O)c1nonc1N)c1cccs1	25	1	16	3.2	-9	8	1	2
O=C1OC(c2ccccc2)=N/C1=C\N1CCCCC1	-43	3	12	4.1	-54	9	7	-84
CCOC(=O)c1c(-c2ccccc2)[nH]c2ccc(O)cc12	8	-3	15	1.4	-4	1	-13	6
Cc1cc(C(=O)OC(C)C(=O)Nc2cccc(Cl)c2)on1 (stereo not drawn)	12	-3	3	0.9	7	-22	-4	10
O=C(CSc1nc2ccccc2c(=O)n1-c1ccccc1F)N1CCOCC1	-5	2	11	-0.8	1	2	4	18
O=C(O)CCCCOn1ccnc1	1	-1	-6	-0.6	-3	-6	18	14
CC12CCC(C(=O)N(c3ccccn3)c3ccccn3)(OC1=O)C2(C)C (stereo not drawn)	15	-1	9	0.3	19	12	11	14
Cc1c(NC(=O)c2cc(=O)[nH]c3ccccc23)c(=O)n(-c2ccccc2)n1C	-4	1	-6	-0.5	5	20	1	1
CCOC(=O)CCC(=O)N1CCNC(=O)C1	18	-4	-1	-0.9	19	-1	7	18
CCN(CC)CCN1CNC(=S)N(c2ccccc2OC)C1	3	1	8	1.7	-3	-12	-1	-6
Cc1c(NC(=O)c2ccco2)cccc1C(=O)NN1C(=O)c2ccccc2C1=O	-3	0	12	0.7	-13	13	-1	-8
N#Cc1nc(-c2ccccc2Cl)oc1NCc1ccco1	-18	3	42	0.6	-25	40*	-4	3
CC(=O)Nc1ccc2nc(SCC(=O)N3CCOCC3)sc2c1	26	0	-5	1.1	9	3	-1	2
Cc1cccc(NC(=O)c2cccnc2)c1C	0	-3	-13	0.5	-5	-12	-5	-6
CC1CC(C)CN(CCCNC(=O)Cn2ncc3c([nH]c4ccccc43)c2=O)C1 (stereo not drawn)	-7	-2	8	1.6	0	5	17	-14
CCOC(=O)C(=O)/C(=C\N(C)C)c1onc(-c2c(Cl)cccc2Cl)c1C(=O)OC	19	-1	13	0.1	-1	9	1	13
C#CCN1C(=O)C2(OCCO2)c2ccccc21	22	-4	11	1.7	12	5	-2	14
Cc1cccc(-n2c(N)c(-c3nc4ccccc4n3C)c3nc4ccccc4nc32)c1	16	0	38	1.0	37	20	23	-63
N#Cc1cc2c(nc1SCc1ccc(Cl)cc1)CCCC2	-8	3	15	-0.6	22	19	25	-5
COc1cc(NC(=O)COC(C)=O)c(C)cc1[N+](=O)[O-]	-29	0	1	-1.5	-5	13	-1	0
CCN(Cc1ccccc1)C(=O)c1cc(S(=O)(=O)N2CCOCC2)ccc1N1CCCC1	16	-2	2	2.2	4	-5	5	-17
COc1ccccc1C(=O)N=c1sc2c(C)ccc(OC)c2n1C	-68	7	47	2.6	-33	19	13	-42
CC(C)CNC(=S)N1CCN(C(c2ccccc2)c2ccccc2)CC1	0	-2	28	2.5	-6	30	32	-1
CCC(=O)N(CCC(c1ccco1)c1ccccc1OC)Cc1cccs1 (stereo not drawn)	27	0	24	-2.7	9	9	14	17
COc1ccc2[nH]c(=O)c(C3c4cc(OC)c(OC)cc4CCN3C(=O)c3ccco3)cc2c1 (stereo not drawn)	32	5	2	1.0	-14	-21	11	2
CCN(C1CCS(=O)(=O)C1)S(=O)(=O)c1cc(C)ccc1C (stereo not drawn)	7	-3	-11	0.2	-1	-16	-4	-13
Cc1ccc2cc(CN(Cc3nnnn3Cc3ccco3)CC3CCCO3)c(=O)[nH]c2c1C (stereo not drawn)	13	-3	17	1.1	-12	-5	-6	-16
CCOC(=O)c1c(-c2cccs2)csc1NC(=O)c1ccco1	0	3	1	0.1	23	4	4	-42
Cc1cc(C)c(S(=O)(=O)c2ccc(F)cc2C)c(=O)[nH]1	-24	-6	6	0.6	-16	11	-3	-38
CCC(C(=O)NCc1ccco1)N(C(=O)CNS(=O)(=O)c1ccc(C)cc1)c1ccccc1F (stereo not drawn)	6	0	-85	3.6	18	4	6	1
COc1ccc(NC(=S)N2CCN(S(=O)(=O)c3ccccc3)CC2)cc1OC	33	-7	-4	0.1	6	-25	0	7
Cc1csc(-c2cnn(-c3ccccc3)c2NC(=O)c2cccc(C(F)(F)F)c2)n1	10	-2	21	1.8	4	32	20	11
COc1ccc(-c2ocnc2C(=O)N2CCN(Cc3cccnc3)CC2)cc1	-2	-1	6	-1.0	-1	-2	5	17
Cc1ccc(/C=N/Nc2ccc(Cl)c(C(=O)O)c2)s1	-164	-2	7	-0.1	-107	3	-3	-298
O=C(CN1CCN(S(=O)(=O)c2cccs2)CC1)NCC1CCCCC1	2	-1	5	-0.8	-14	3	-5	15
C[C@H](CO)N1C[C@H](C)[C@@H](CN(C)Cc2ccncc2)Oc2c(NC(=O)CCCCCC(=O)Nc3ccccc3N)cccc2C1=O	4	-2	6	3.0	9	9	-4	5
CC(=O)Nc1ccccc1S(=O)(=O)CC1CC1(Cl)Cl (stereo not drawn)	1	-4	8	-0.1	-12	8	2	12
COc1ccc(CNC(=O)C2CCCN2CCc2ccccc2)cc1OC (stereo not drawn)	4	-2	11	-1.0	3	2	-5	7
CCOc1ccc2c(O)csc2c1	13	0	9	-1.8	2	3	1	2
CCOC(=O)C1C(c2ccccc2)NC(=S)NC1(C)O (stereo not drawn)	8	0	-3	2.2	7	6	13	1
COc1ccc(C2=NN(CC(=O)Nc3ccccc3C)C(=O)CC2)cc1	-13	-2	25	0.1	-19	11	4	-13
COC(=O)COc1ccc(-n2cnnn2)cc1	4	2	7	8.1	2	7	7	10
O=C1COc2ccc(C(=O)COC(=O)C3CCN(S(=O)(=O)c4cccs4)CC3)cc2N1	-17	-1	-2	-1.3	6	5	-6	-1
COC(=O)c1ccc(C)c(NC(=O)C2COc3ccccc3O2)c1 (stereo not drawn)	-6	2	18	0.5	12	19	7	5
O=C(CSc1ncccc1C(=O)O)NC1CCCCC1	7	-2	2	2.0	4	12	2	10
CC(=O)N1C(=O)N(C(C)=O)C2C1N(C(C)=O)C(=O)N2C(C)=O (stereo not drawn)	-12	-4	-13	-1.7	15	7	1	-2
Cc1ccc(Oc2ncccc2/C=N/OCc2ccc(Cl)cc2Cl)cc1	-28	-1	7	-0.1	2	0	-5	16
CCOC(=O)CSc1nnc(Cc2ccccc2)n1CC1CCCO1 (stereo not drawn)	23	2	15	-0.3	9	12	-26	11
CCOc1ccc(N(C(=O)c2snc(C(N)=O)c2N)C(C(=O)NCC2CCCO2)c2c[nH]c3ccccc23)cc1 (stereo not drawn)	26	0	-2	1.0	15	-17	9	14

Some of these compounds in order of their number in 697 NFkB inh, ascending:
SMILES	697 NFkB inh
Cc1ccc(/C=N/Nc2ccc(Cl)c(C(=O)O)c2)s1	-298
COc1ccc(C2=NN(CC(=O)Nc3ccccc3C)C(=O)CC2)cc1	-13
CCOc1ccc2c(O)csc2c1	2
COc1ccc(-c2ocnc2C(=O)N2CCN(Cc3cccnc3)CC2)cc1	17

Remaining list, next part
smiles	Mdm2-MdmX inh	XBP1 UPR activ	tim23-1 inh	UPR CHOP act	Jurkat NFkB inh	tim10-1 inh	TIM10 inh	697 NFkB inh
CCOC(=O)N1CCC(NC(=S)Nc2ccc3nc(N4CCN(C)CC4)cc(C)c3c2)CC1	25	-1	9	0.5	5	-9	-26	-19
CCC(C)N(C(=O)COC(=O)c1nc(Cl)ccc1Cl)C1CCS(=O)(=O)C1 (stereo not drawn)	16	0	1	-0.6	1	1	2	0
COc1cccc(N(CC(=O)NC2CCCCCC2)S(=O)(=O)c2ccccc2)c1	-25	-3	11	-0.3	-4	10	2	15
CCC(CC)c1nnc(NC(=O)CCS(=O)(=O)Cc2ccccc2)s1	35	-4	11	-2.4	-7	7	-3	2
O=C1CCN(Cc2ccccc2)CCN1CCO	-12	2	2	6.3	-8	-9	-8	-34
Cc1nn(CC(=O)N2CCC(N3CCCCC3)CC2)c(=O)c2c1sc1ccccc12	9	-3	12	1.7	3	15	-2	-2
CCN(CC(=O)NCc1ccc(F)cc1)C(=O)c1cc2ccccc2o1	16	-4	13	1.7	-18	-11	11	-6
O=C(Nn1cnc2ccccc2c1=O)c1ccc(Cl)c([N+](=O)[O-])c1	-24	3	22	2.7	-7	-12	10	6
COc1ccc(N2CC(C(=O)N[C@@H](C)C(=O)NCCc3ccccc3)CC2=O)cc1 (stereo partly drawn)	-5	-3	-5	-1.5	17	2	-10	-18
COc1ccc2nc(N3C(=O)CC(Cc4ccc(Cl)cc4)C3=O)sc2c1 (stereo not drawn)	19	-3	16	-1.6	-12	11	17	11
COc1ccc(CCN2C(=NC(=O)C(C)C)SC3CS(=O)(=O)CC32)cc1 (stereo not drawn)	22	0	-15	-2.1	-5	-1	7	2
O=c1[nH]n(-c2ccc(Cl)cc2)c(=O)c(Cl)c1Cl	-2	0	8	-2.5	2	-27	6	20
O=C(Nc1nnc(-c2ccccc2F)s1)c1cccnc1	-7	0	-12	3.9	-26	-1	8	-56
CCO[C@@H]1OC(C(=O)O)=C[C@H](c2ccc(Br)cc2)[C@H]1CCCO	6	0	-4	1.2	-3	-22	-10	11
CC(=O)C1=C(O)C(=O)N(c2ccc(Br)cc2)C1c1cccc([N+](=O)[O-])c1 (stereo not drawn)	18	-2	-5	1.1	-3	5	3	-1

Look-ups from above:
Reading for O=c1[nH]n(-c2ccc(Cl)cc2)c(=O)c(Cl)c1Cl under XBP1 UPR activ: 0
Reading for CCOC(=O)N1CCC(NC(=S)Nc2ccc3nc(N4CCN(C)CC4)cc(C)c3c2)CC1 under 697 NFkB inh: -19

High-throughput results as filed in PubChem BioAssay.
